# AI-2 QS mod: modulators of Vibrio harveyi AI-2 quorum sensing system | actives 0.4% (n = 300,000) | activity change, % at 7.5 µM | Vibrio harveyi JMH597 AI-2 luminescence/OD600 ratio, 9 h; hits give low values; strain lacks LuxN and CqsS sensors; 0 = neutral-control median; in the data active means activity change below about -75%, passing the limit was not always enough;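 further: luminescence divided by OD600 gain over 9 h not by final OD600 alone; inactives centre near 13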
# HSF1 inh: HSF1 inhibition; NIH3T3-HGL HSE-luciferase, MG132-induced, luminescence 8 h; hits give low values; activity change, negative = inhibition, % at 7.5 µM (by protocol); actives 0.77% (n = 300,000); AID 2098;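 active means more than half of replicate wells show activity change below -50%, luminescence cut by over half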;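 further: luciferase reports HSF-1 transcriptional activity via heat shock element; 0% = median of DMSO wells and -100% = zero luminescence signal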
# GSK3A inh: blocks human GSK-3 alpha kinase; P49840; ADP-Glo luminescence, 60 min; inhibition, % at 10 µM; actives 0.1% (n = 320,000);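 in the data active means inhibition above about 50%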;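 further: GST-tagged GSK-3 alpha with peptide substrate and 25 µM ATP; 0% = DMSO neutral wells and 100% = GW8510 positive control wells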
# Target sequence (P49840 whole entry, looked up): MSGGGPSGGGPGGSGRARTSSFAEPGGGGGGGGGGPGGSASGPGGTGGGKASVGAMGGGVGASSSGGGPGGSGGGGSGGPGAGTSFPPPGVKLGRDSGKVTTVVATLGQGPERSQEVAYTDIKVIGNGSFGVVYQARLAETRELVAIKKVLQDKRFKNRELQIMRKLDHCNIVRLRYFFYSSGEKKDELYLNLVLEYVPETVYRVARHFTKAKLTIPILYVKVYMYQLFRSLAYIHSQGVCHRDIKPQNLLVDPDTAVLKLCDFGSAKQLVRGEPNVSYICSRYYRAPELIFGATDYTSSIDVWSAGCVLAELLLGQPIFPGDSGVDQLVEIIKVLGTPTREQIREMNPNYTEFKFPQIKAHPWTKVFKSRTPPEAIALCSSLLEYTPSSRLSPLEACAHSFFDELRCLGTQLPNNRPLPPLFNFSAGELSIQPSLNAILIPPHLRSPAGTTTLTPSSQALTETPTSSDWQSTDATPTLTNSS
# KLF5 inh: suppresses KLF5 promoter-driven expression | AID 1700 | actives 0.23% (n = 290,000) | DLD-1 KLF5 promoter-luciferase reporter, luminescence | inhibition, % at 5 µM;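 active means inhibition above a per-plate limit of that plate's mean compound inhibition plus 3 SD, cut at about 60% in these data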;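 further: 0% = DMSO wells and 100% = LY294002 at 200 µM; higher means less KLF5 promoter-driven luciferase light; inactives centre near -14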
# aSyn UTR inh: 5' untranslated region of α-synuclein, MLPCN primary screen; alpha-synuclein 5'UTR reporter, inhibitor activity; inhibition, % (tested at 7.5 µM); actives 0.82% (n = 300,000); AID 1813; in the data active means inhibition above about 60%;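 further: H4 neuroglioblastoma cells stably carrying SNCA 5'UTR luciferase fusion; 0% = DMSO wells and 100% = positive control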
# HSP90 refold inh: HSP90 refolding inhibition in rabbit reticulocyte lysate. AID 1789. actives 0.91% (n = 290,000). inhibition, % at 5.6 µM. luciferase refolding luminescence, 3 h;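 active means inhibition above the screen-wide mean plus 3 SD, computed separately per campaign, cut at about 16% in these data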;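 further: 0% = DMSO wells and 100% = 60 µM geldanamycin wells; inhibitors lower the luminescence because luciferase stays unfolded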
# GSK3beta inhib: blocks human GSK3beta kinase activity. P49841. GST-GSK3beta kinase, ADP-Glo luminescence, 60 min; hits give low values. activity score (negative = inhibition), % at 10 µM. actives 0.038% (n = 300,000);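 active means more than half of replicate wells score below -50%, meaning over 50% inhibition versus plate controls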;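 further: 0% = median DMSO wells and -100% = median GW8510 positive control wells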
# Target sequence (P49841 whole entry, looked up): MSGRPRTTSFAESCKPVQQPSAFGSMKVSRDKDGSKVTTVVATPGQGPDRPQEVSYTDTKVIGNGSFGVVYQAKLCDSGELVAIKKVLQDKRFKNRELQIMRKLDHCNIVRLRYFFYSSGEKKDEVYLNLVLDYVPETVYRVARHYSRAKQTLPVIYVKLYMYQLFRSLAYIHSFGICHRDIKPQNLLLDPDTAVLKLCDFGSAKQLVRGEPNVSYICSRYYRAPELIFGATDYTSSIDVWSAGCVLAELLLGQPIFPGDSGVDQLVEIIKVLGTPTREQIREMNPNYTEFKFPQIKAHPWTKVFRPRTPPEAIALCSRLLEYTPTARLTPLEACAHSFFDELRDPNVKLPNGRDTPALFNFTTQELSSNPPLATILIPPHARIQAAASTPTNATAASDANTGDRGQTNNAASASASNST
#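 Assay system: GST-fused GSK3beta enzyme, cell-free / Medium: Tris pH 7.5 buffer with MgCl2, DTT, BSA, heparin / Also added: peptide substrate plus 25 µM ATP (final) / Compound: 10 µM single point / Timing: kinase reaction with compound 60 min at room temperature / Detection: ADP-Glo luminescence / Benchmarks: DMSO neutral wells and GW8510 at 20 µM as positive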
# PolyA inh: yeast polyadenylation inhibition. S. cerevisiae SKY197-pL101 polyadenylation reporter, beta-gal luminescence; efflux-impaired pdr1/pdr3 knockout yeast; score 100 = 6 SD above DMSO. actives 0.02% (n = 300,000). calls only at 12 µM. AID 1875;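 active means lowest replicate activity score at least 50, where 100 means six control SD above control mean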;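 further: yeast exposed to compound for 9 h at 30 °C; higher score means more reporter readthrough which indicates perturbed polyadenylation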
# HSF1 activator: increases HSF-1 driven luciferase reporter signal; actives 1.7% (n = 300,000); activation, % at 9 µM; NIH3T3-HGL HSF-1 luciferase reporter, MG132, 8 h; 100% = twice DMSO control signal;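 active means mean replicate activation of at least 50% with a set share of replicates each reaching 50%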;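 further: 0% = median of the neutral control wells and 100% = twice that signal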
# IEC-6 tox: kills IEC-6 intestinal cells in KLF5 counter-screen; IEC-6 cytotoxicity, luminescence viability; inhibition, % at 5 µM; actives 0.78% (n = 290,000); in the data active means inhibition above about 22%;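 further: 0% = plate median of test compound wells and 100% = cytotoxic reference compound wells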
# The depositor's hits bear a star; i = inactive; nt = no result given.
compound	AI-2 QS mod	HSF1 inh	GSK3A inh	KLF5 inh	aSyn UTR inh	HSP90 refold inh	GSK3beta inhib	PolyA inh	HSF1 activator	IEC-6 tox
CC(C)CNC(=O)CN1C(=O)NC(Cc2c[nH]c3ccccc23)C1=O (stereo unspecified)	20.1	-2.8	-2.6	5.0	2.7	-2.1	1.6	i	3.3	-2.3
Cc1cc(C(=O)Nc2c(F)cc(F)cc2Br)c(C)o1	21.5	5.9	-0.5	-16.6	21.1	-1.4	3.5	i	13.0	-6.5
COc1ccc(C(=O)Nc2ccc(OC)c([N+](=O)[O-])c2)cc1Br	-8.2	-2.0	-0.5	-58.6	2.4	2.1	2.6	i	7.7	0.6
CCCc1ncc(C(O)(c2ccccc2)c2ccccc2)n1C	2.5	-1.3	0.8	7.5	-8.5	1.9	1.5	i	7.0	-8.9
CC(=O)c1cccc(NC(=O)N2CCCC2C(=O)Nc2cccc(C)c2C)c1 (stereo unspecified)	nt	nt	4.4	-19.2	nt	1.1	nt	nt	nt	-0.4
Cc1cccc(C)c1Nc1nnc(SCC(=O)Nc2sccc2C#N)s1	31.6	-9.4	-1.6	-7.1	-7.9	3.6	1.8	i	9.4	2.2
Nc1c(-c2ccccc2)c(CSc2nc3ccccc3[nH]2)nn1-c1ccc(Cl)cc1	15.5	11.8	-0.2	-19.7	33.5	5.6	18.2	i	4.0	-3.9
COc1ccc(C(NC(=O)/C=C/c2ccco2)c2ccc(OC)c(OC)c2)cc1OC	41.6	-0.3	0.2	14.6	2.7	4.2	-0.4	i	-0.7	-12.7
Cn1cnnc1SCC(=O)NNC(=O)COc1ccc(Cl)cc1	33.0	-4.9	-1.1	2.4	6.5	0.5	-2.6	i	-5.0	2.9
O=C1OCC/C1=C\c1ccccc1	1.8	7.4	0.2	-8.5	-5.6	2.8	1.6	i	-2.4	-4.8

# Profiles, quoted from the list. Order of screens: AI-2 QS mod	HSF1 inh	GSK3A inh	KLF5 inh	aSyn UTR inh	HSP90 refold inh	GSK3beta inhib	PolyA inh	HSF1 activator	IEC-6 tox
# Record of `CC(C)CNC(=O)CN1C(=O)NC(Cc2c[nH]c3ccccc23)C1=O` (stereo unspecified) → 20.1	-2.8	-2.6	5.0	2.7	-2.1	1.6	i	3.3	-2.3
# Record of `O=C1OCC/C1=C\c1ccccc1` → 1.8	7.4	0.2	-8.5	-5.6	2.8	1.6	i	-2.4	-4.8

# (more compounds)
compound	AI-2 QS mod	HSF1 inh	GSK3A inh	KLF5 inh	aSyn UTR inh	HSP90 refold inh	GSK3beta inhib	PolyA inh	HSF1 activator	IEC-6 tox
O=C(O)C(c1ccccc1)c1ccccc1	14.3	-0.6	-3.2	nt	9.5	nt	3.6	i	10.2	nt
Oc1cccc(-c2nc3ccc4ccccc4c3c3c2CCC3)c1	21.6	37.0	nt	-186.6	-137.0	1.3	1.7	i	59.4*	-2.8
COc1ccc(NC(=O)C2CCN(S(=O)(=O)c3c(C)noc3C)CC2)cc1	7.1	-3.7	-0.2	-3.0	-19.9	2.6	-2.3	i	1.0	0.3
C=CCc1c(C)nc(-c2ccccc2)nc1N/N=C/c1ccccc1	7.7	-19.7	0.7	-39.2	-19.0	1.3	0.2	i	-32.0	-1.0
O=C(NCc1cccnc1)/C(=C/c1ccc(-c2cccc(C(F)(F)F)c2)o1)NC(=O)c1ccccc1	13.2	4.0	-3.8	-1.3	7.9	5.9	2.5	i	11.0	-0.9
CC(=O)c1ccc(NC(=O)C2=CC(c3ccco3)=NS(=O)(=O)N2C)cc1	-9.5	3.0	10.8	-15.4	-21.4	4.1	-8.1	i	-8.8	4.1
N#CC1=C(SCC(N)=O)NC2=C(C(=O)c3ccccc32)C1c1ccc(Cl)cc1 (stereo unspecified)	27.2	15.8	1.6	-16.6	-34.2	-4.9	-7.0	i	26.2	-5.3
Cc1cc(C)n2ncc(C(=O)NCc3ccccc3)c2n1	7.8	-0.8	2.0	-12.3	17.6	10.0	-2.9	i	15.3	4.3
COc1ccccc1O	-3.6	-9.4	-0.5	-23.4	-31.9	1.1	-9.6	i	-18.2	1.5
Cc1ccc(-n2c(SCC(N)=O)nnc2-c2cccnc2)c(C)c1	12.1	-2.2	1.1	6.4	10.3	-2.0	1.2	i	14.6	-1.0
O=C(Nc1ccc(Cl)c(Cl)c1)OCCNC(=O)c1ccncc1	16.1	3.0	-2.1	-7.8	-0.1	0.9	3.3	i	-2.6	5.1
CCc1ccccc1N(C)C(=O)CCc1nc(-c2ccc(C)cc2)no1	-4.3	1.0	1.6	-6.6	6.8	1.3	4.5	i	11.0	-0.9
O=C(NCCc1ccccc1)c1cc(-c2ccc3c(c2)OCO3)on1	18.4	-5.4	nt	7.7	-14.2	0.5	-2.3	i	2.2	-2.3
CC(=O)Nc1ccc(OCC(=O)c2ccc(C)cc2C)cc1	11.6	-5.3	-3.0	-1.0	54.5	0.1	-3.3	i	-3.1	6.1
COC(=O)c1ccc(NC(=O)CSc2ccccc2)cc1	10.0	6.5	0.8	-36.9	-128.9	-2.3	-1.6	i	33.1	-6.7
COCCCNC(=O)CCCN1C(=O)c2cccnc2Sc2ccccc21	-6.8	-3.7	1.0	-36.1	-4.3	-1.9	0.7	i	10.3	-1.8
O=C(NCc1cn2ccsc2n1)Nc1cccc(Cl)c1	14.8	24.6	-0.7	-51.5	-44.1	-1.1	-2.1	i	45.0	1.1
COc1cccc(CNC(=O)C(CCSC)NS(=O)(=O)c2ccc3c(c2)oc(=O)n3C)c1 (stereo unspecified)	9.9	0.6	nt	-30.3	8.4	-1.8	-4.2	i	-8.2	-3.4
CN(C)CCNC(=O)c1onc(CSc2nc3ccccc3[nH]2)c1C(=O)NCCN(C)C	7.5	-0.7	-0.3	-6.2	-4.2	-0.3	-10.1	i	2.4	-9.0
c1ccc(CN2CCN(c3nc(N4CCOCC4)c4ccccc4n3)CC2)cc1	15.6	-8.1	1.9	-5.9	-7.2	-0.4	0.5	i	-2.5	-1.7
COc1ccc(C2(C)NC(=O)N(CC(=O)Nc3ccc4c(c3)OCO4)C2=O)cc1OC (stereo unspecified)	6.3	-1.7	-0.5	-25.9	39.0	-2.2	-0.1	i	12.0	-1.1
Cc1ccccc1-n1c(C)nnc1SCC(=O)NC1CCCc2ccccc21 (stereo unspecified)	7.9	-3.5	0.4	5.6	-12.4	4.9	-2.1	i	9.0	13.2
O=C(CS(=O)(=O)c1ccccc1)Nc1nc2ccccc2s1	22.1	-10.4	-1.3	-39.1	-59.6	5.1	1.1	i	-14.6	0.6
N[C@@H](Cc1ccc(O)cc1)c1nnc([C@H](CC(=O)O)NC(=O)C2CCNCC2)o1	32.0	-3.8	3.3	-10.1	-24.7	2.8	7.6	i	-1.7	2.5
COC(=O)c1ccc(CN2C(=O)C3CCCCC3C2=O)o1 (stereo unspecified)	11.3	0.6	0.9	-14.0	4.7	1.3	3.4	i	-1.7	4.2
COc1ccc(S(=O)(=O)Cc2ccc(C(=O)NCc3ccccc3)o2)cc1	-10.2	1.1	-0.1	-5.8	-2.4	2.1	-5.3	i	6.0	2.1
CC1Cc2ccccc2N1C(=O)CSc1ncccc1C(=O)O (stereo unspecified)	10.1	-77.6*	-6.0	-33.8	-20.8	-2.4	4.6	i	-81.4	-2.6
CC(=O)Nc1cccc(C(=O)N2CCN(S(=O)(=O)c3ccc4ccccc4c3)CC2)c1	2.5	3.0	-2.0	-16.7	15.6	0.2	1.3	i	9.3	1.5
COc1ccc(NC(=O)COC(=O)CCCOc2ccc(Cl)cc2Cl)cc1Cl	2.0	-2.7	nt	-1.7	20.2	-1.8	1.0	i	-1.8	-1.5
CC1=C(C(=O)OC(C)C)C(c2ccc(O)cc2)NC(=O)N1 (stereo unspecified)	6.8	5.0	-0.6	-24.4	5.1	-2.4	-0.6	i	-1.8	-0.6
COC(=O)CCN1CCC(C(N)=O)CC1	16.6	-1.4	-1.2	-13.5	23.3	1.0	-4.6	i	3.1	4.3
COc1ccc2c(c1OC)C(=O)N1c3ccccc3SC21 (stereo unspecified)	15.4	16.3	nt	-213.5	-142.3	-0.2	3.2	i	21.1	0.0
CC(=O)c1c(C)[nH]c(C(=O)NCc2ccc(C)cc2)c1C	9.6	-1.6	1.0	-31.2	-16.9	-2.5	1.1	i	18.0	-0.1
CC(=O)N1c2ccc(S(=O)(=O)N3CCC(C(=O)NC4CCCCC4)CC3)cc2CC1C (stereo unspecified)	21.8	-0.4	3.2	-16.1	12.3	-3.7	-1.9	i	-2.1	1.5
CCc1c(C(=O)N/N=C/c2ccco2)nnn1-c1nonc1N	12.8	-4.6	-0.2	-21.2	-2.8	3.6	0.5	i	2.6	3.6
COc1cc(NC(=O)Cn2cnc3sc(C)c(S(=O)(=O)N4CCOCC4)c3c2=O)cc(OC)c1OC	-4.2	-1.6	-0.8	-28.3	-5.9	5.0	-0.8	i	16.4	1.5
CCOc1ccc(N2C(=O)/C(=C/c3ccccc3)N=C2SC)cc1	8.1	16.5	-3.4	-22.1	-89.0	-4.3	0.9	i	10.7	-2.1
CCCC(=O)Nc1ccc(C2C(=O)c3ccccc3C2=O)cc1	26.4	4.4	0.8	-54.4	-18.0	6.8	0.2	i	11.6	-2.9
COc1ccc(S(=O)(=O)N2CCCOC2CNC(=O)C(=O)NCCCN2CCOCC2)cc1 (stereo unspecified)	11.0	-2.1	-0.4	-25.9	9.0	-1.1	-0.5	i	4.3	3.1
CCOC(=O)N1CCC(NC(=O)CN(c2ccc(C(C)C)cc2)S(=O)(=O)c2c(C)nn(C)c2C)CC1	5.1	0.4	-0.6	1.7	4.0	-2.8	-0.4	i	-1.2	-2.2
N/C(=N\OC(=O)N1CCOCC1)c1ccc(Br)cc1	23.3	6.8	-0.1	-28.2	-61.4	-0.2	-2.1	i	24.5	6.8
COc1cccc(NS(=O)(=O)c2cc3c(cc2C)N(C(C)=O)CCO3)c1	6.6	-15.7	-1.0	0.0	8.6	-1.6	0.6	nt	-24.6	-2.0
OCCc1c[nH]c2ccc(C(F)(F)F)cc12	24.2	-27.4	-1.2	-8.1	-16.2	-1.1	1.1	i	-46.8	5.3
COc1ccc(/C(O)=C2/C(=O)C(=O)N(Cc3cccnc3)C2c2ccccn2)cc1 (stereo unspecified)	-25.0	-2.6	0.1	-18.2	-8.2	1.9	1.4	i	13.7	-2.4
COC(=O)c1ccc(S(=O)(=O)N2CCCN(Cc3ccccc3)CC2)n1C	16.4	-11.3	-5.0	7.5	30.4	0.5	2.8	i	16.3	1.4
CCCCc1nc2sc3c(=O)[nH]cnc3c2c2c1CCCC2	17.6	4.0	0.5	-12.7	-9.8	4.0	-3.4	i	27.5	8.1
COc1ccccc1NC(=O)c1ccccc1Nc1ccccc1	17.0	2.1	-0.7	-29.2	7.0	-1.0	-4.2	i	-1.1	-8.6
CCc1ccc(N(CC(=O)O)S(=O)(=O)c2c(C)noc2C)cc1	25.1	-1.3	-0.3	-3.1	-1.3	0.8	0.6	i	-1.0	6.4

# A portion of the library; the hit share may differ from the screen's.
